GPR151 activ = activators of human GPR151, primary screen, cell-based, PathHunter beta-arrestin, luminescence; G-protein coupled receptor 151 (Homo sapiens), Q8TDV0; AID 1508602, 2020; activation, % at 11.2 µM; 1% of 650,000 active; PathHunter beta-arrestin GPR151 cells; in the data active = activation above about 4.9%;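 also: 0% = median of compound wells and 100% = cells with positive control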
Target sequence (Q8TDV0 whole entry, looked up): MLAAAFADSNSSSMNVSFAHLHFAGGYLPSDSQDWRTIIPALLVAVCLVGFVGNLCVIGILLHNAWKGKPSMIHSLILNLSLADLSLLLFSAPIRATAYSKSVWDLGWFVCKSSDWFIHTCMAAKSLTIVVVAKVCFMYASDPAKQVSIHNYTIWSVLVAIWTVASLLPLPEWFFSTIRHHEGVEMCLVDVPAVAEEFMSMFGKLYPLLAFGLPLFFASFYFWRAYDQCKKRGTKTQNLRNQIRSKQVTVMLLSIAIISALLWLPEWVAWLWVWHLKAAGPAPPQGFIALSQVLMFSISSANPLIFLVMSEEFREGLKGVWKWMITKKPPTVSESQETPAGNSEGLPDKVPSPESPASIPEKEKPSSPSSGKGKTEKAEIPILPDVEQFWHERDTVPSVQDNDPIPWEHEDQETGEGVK
FBW7 activator = FBW7 E3 ligase activators, primary screen, biochemical, AlphaScreen, human | F-box/WD repeat-containing protein 7 (Homo sapiens), Q969H0 | AlphaScreen FBW7–phospho-cyclin E peptide binding, activator screen | normalized activity (activation), % at 26.1 µM | 0.13% of 650,000 active | AID 1259310, 2017; in the data active = normalized activity above about 1.9%;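 also: purified mutant Fbw7 with reduced substrate affinity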
Target sequence (Q969H0 whole entry, looked up): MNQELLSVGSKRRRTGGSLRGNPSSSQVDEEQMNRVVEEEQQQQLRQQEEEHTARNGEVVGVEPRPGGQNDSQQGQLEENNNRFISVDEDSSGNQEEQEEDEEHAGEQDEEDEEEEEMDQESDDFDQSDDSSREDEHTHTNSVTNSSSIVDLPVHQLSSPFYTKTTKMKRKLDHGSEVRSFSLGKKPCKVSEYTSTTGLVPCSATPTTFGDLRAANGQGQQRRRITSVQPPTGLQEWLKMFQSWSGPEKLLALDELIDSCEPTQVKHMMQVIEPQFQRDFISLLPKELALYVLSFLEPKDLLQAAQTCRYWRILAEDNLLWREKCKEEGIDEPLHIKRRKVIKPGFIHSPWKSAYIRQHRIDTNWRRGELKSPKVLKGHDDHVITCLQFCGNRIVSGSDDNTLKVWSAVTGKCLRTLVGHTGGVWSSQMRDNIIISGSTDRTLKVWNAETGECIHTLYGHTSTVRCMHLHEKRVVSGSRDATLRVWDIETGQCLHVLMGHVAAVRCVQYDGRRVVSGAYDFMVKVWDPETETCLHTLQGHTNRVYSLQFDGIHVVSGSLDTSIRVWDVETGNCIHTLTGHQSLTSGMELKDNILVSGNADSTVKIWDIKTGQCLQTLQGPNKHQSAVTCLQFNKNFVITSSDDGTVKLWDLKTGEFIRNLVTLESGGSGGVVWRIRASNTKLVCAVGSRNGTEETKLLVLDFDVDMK
MITF primary = MITF inhibitors, primary screen, biochemical, AlphaScreen, human. Microphthalmia-associated transcription factor (Homo sapiens), O75030. AlphaScreen MITF homodimerization, bead proximity signal. inhibition, % at 2.6 µM. 0.91% of 650,000 active. AID 1259374, 2018; in the data active = inhibition above about 50%;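 also: 0% = vehicle wells with protein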
TEAD-YAP inh = TEAD-YAP interaction inhibition, primary screen, TEAD-YAP interaction inhibitor project, luminescence, HEK-TIYL cells | TEAD-Gal4/YAP UAS-luciferase luminescence | inhibition, % at 9.12 µM | 1.4% of 640,000 active; in the data active = inhibition above about 32%;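 also: 0% = median of test compound wells and 100% = reference inhibitor wells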
The depositor's hits bear a star.

#	SMILES	GPR151 activ	FBW7 activator	MITF primary	TEAD-YAP inh
1	CNC(=O)CN(Cc1ccccc1)S(=O)(=O)c1ccc(F)cc1	-1.2	0.3	2	9
2	Cc1cc(=O)oc2cc(OCC(=O)NC3CCCCC3)ccc12	1.0	-0.1	-11	4
3	COCCn1c(CCC(=O)NCCc2ccc(SC)cc2)nc2cccnc21	0.1	0.0	-1	1
4	CCSc1nnc(NC(=O)COC(=O)CC(NC(=O)c2ccccc2)c2cccc(OC)c2)s1 (stereo not drawn)	0.0	-0.1	4	3
5	CCOC(=O)c1[nH]c2ccc(C)cc2c1NC(=O)OC	-0.7	0.2	-2	1
6	O=C(Nc1ccc(F)c(Cl)c1)c1ccc2c(=O)n(Cc3ccco3)c(=S)[nH]c2c1	-0.6	0.0	13	4
7	CCCCCn1c(SCC(=O)Nc2ccccc2Cl)nc2cc(C(=O)NCc3ccco3)ccc2c1=O	-0.5	0.2	11	17
8	O=C(O)c1cc(S(=O)(=O)N(CCO)CCO)ccc1Br	-1.0	0.1	3	-13
9	CCCNC(=O)c1ccnc(NCc2cccnc2)c1	1.5	-0.1	-1	0
10	C/C(=N\OC/C(O)=C(\C#N)c1nc2ccccc2[nH]1)c1ccc(Br)cc1	0.7	0.0	-18	-4
11	Cc1cc2nc(N3CCCN(Cc4cccc(OCCO)c4)CC3)nc(C)c2cc1C	-0.7	0.0	2	1
12	COc1ccc(OC)c(NC(=O)CSc2nc3ccsc3c(=O)n2Cc2ccc(C)cc2)c1	1.6	-0.1	-3	-6
13	Cc1cccc(NCC(=O)N/N=C/c2ccc(O)c(Br)c2)c1	1.4	0.0	-2	2
14	CN1C(=O)/C(=C/c2ccc(F)cc2)N(C)C1=S	-0.7	0.5	12	6
15	O=C(Oc1ccc2cccc(OC(=O)N3CCOCC3)c2c1)N1CCOCC1	2.4	-0.1	-10	-3
16	C=CCn1c(=NC(=O)c2ccc(SC)cc2)sc2cc(S(N)(=O)=O)ccc21	-0.2	0.0	-1	7
17	COc1ccc(-c2c(C)nn3c(C)cc(C)nc23)cc1	3.4	-0.1	1	-8
18	COc1cccc(NC2c3ccccc3C(=O)N2c2ccccn2)c1 (stereo not drawn)	-1.6	-0.3	-2	-8
19	O=C(Nc1ccc([N+](=O)[O-])cc1)c1cccc(S(=O)(=O)Nc2ccccc2Cl)c1	0.7	-0.4	-10	12
20	O=C(Nc1nc(-c2ccccc2)cs1)c1ccc(I)cc1	-0.8	-0.1	19	1
21	Cc1ccc(O)c(/C=C2/C(=O)NN(c3ccccc3)C2=O)c1	2.4	-0.2	0	4
22	COc1ccccc1NC(=O)CC1Sc2ccc(C(F)(F)F)cc2NC1=O (stereo not drawn)	-0.3	0.0	8	7
23	CC(C)n1c(CN2CCc3nc(N4CCCC4)[nH]c(=O)c3C2)nc2ccccc21	0.1	0.1	13	-2
24	CCOC(=O)c1sc(NC(=O)c2ccco2)nc1C	-1.6	0.0	-3	-2
25	O=C1C2C3CC(C(Br)C3Br)C2C(=O)N1c1ncccn1 (stereo not drawn)	2.8	0.1	-5	-6
26	Nc1cccc(OCCOCCOc2cccc(N)c2)c1	-0.8	-0.1	-12	-3
27	COc1ccc(-c2csc(/C(C#N)=C/Nc3ccccc3OC)n2)cc1	-0.1	-0.1	4	1
28	Cc1sc2ncnc(SCC(=O)c3ccc(F)cc3)c2c1C	-0.8	0.2	14	15
29	Cc1ccccc1NC(=O)c1c(NC(=O)C(F)(F)F)sc2c1CCCCC2	1.3	-0.2	-1	27
30	CCN(CC)CCCNC(=O)c1ccccc1C	0.8	0.6	1	-1
31	COc1ccc(-c2csc(CCn3[nH]cc(C4=NCCCCC4)c3=O)n2)cc1OC	0.8	-0.1	1	2
32	CCOc1ccc(C(=O)Nc2ccc3c(c2)N(C(=O)c2cccs2)CCC3)cc1OCC	-1.1	1.8	11	0
33	CCOC(=O)c1c(NC(=O)CN2CCOCC2)sc2c1CCCC2	0.4	-0.1	4	2
34	O=C(CNCc1cccnc1)Nc1ccc(OC(F)(F)F)cc1	-1.1	0.0	-8	1
35	Cc1ccc(C)c(Cc2c(C)nc3c(C(=O)N4CCN(c5cccc(C)c5C)CC4)cnn3c2C)c1	0.1	0.1	10	7
36	CCOc1ccc(C2NC(=S)NC(C)=C2C(=O)OC(C)C)cc1OCC (stereo not drawn)	-0.9	-0.1	13	-10
37	O=C(Cn1nc(-c2cccc(Cl)c2)ccc1=O)NCC1COCCO1 (stereo not drawn)	1.9	-0.3	0	-2
38	CC1CCN(C(=O)CSc2nc3ccsc3c(=O)n2-c2ccccc2)CC1	1.3	-0.3	-10	-12
39	COc1nc(NS(=O)(=O)c2ccc(NC(C)=O)cc2)nc(C)c1Cl	1.6	-0.1	-5	-6
40	CN(c1ccccc1)c1c2c(nc3nnnn13)CCCC2	0.5	-0.1	3	14

5 of the compounds above, with values under each structure:
The line under a structure holds: GPR151 activ	FBW7 activator	MITF primary	TEAD-YAP inh
31) COc1ccc(-c2csc(CCn3[nH]cc(C4=NCCCCC4)c3=O)n2)cc1OC
 : 0.8	-0.1	1	2
32) CCOc1ccc(C(=O)Nc2ccc3c(c2)N(C(=O)c2cccs2)CCC3)cc1OCC
 : -1.1	1.8	11	0
33) CCOC(=O)c1c(NC(=O)CN2CCOCC2)sc2c1CCCC2
 : 0.4	-0.1	4	2
34) O=C(CNCc1cccnc1)Nc1ccc(OC(F)(F)F)cc1
 : -1.1	0.0	-8	1
35) Cc1ccc(C)c(Cc2c(C)nc3c(C(=O)N4CCN(c5cccc(C)c5C)CC4)cnn3c2C)c1
 : 0.1	0.1	10	7

Following part:
#	SMILES	GPR151 activ	FBW7 activator	MITF primary	TEAD-YAP inh
41	Cc1ccc(NC(=O)CSc2nc3[nH]ncc3c(=O)[nH]2)cc1	0.4	0.1	8	10
42	CCN1C=C(c2ccc3ccccc3n2)C(C[N+](=O)[O-])c2ccccc21 (stereo not drawn)	-0.4	0.4	14	1
43	COc1ccc(C(=O)Nc2cccc(-c3cn4c(n3)SCC4)c2)cc1OC	-2.1	-0.1	-4	-8
44	CCN1CCN(C(=O)C2CCN(C(=O)c3cc4sccc4n3C)CC2)CC1	-1.1	0.9	15	1
45	Nc1cccc(NC(=O)c2cccc(Cl)c2)c1	0.2	0.1	35	-10
46	CC(=O)N1c2ccc(Br)cc2C(=O)C1NC(N)=S (stereo not drawn)	1.9	0.2	7	3
47	Cc1cccc(-n2nnnc2SCC(=O)c2cc(C)n(Cc3ccco3)c2C)c1	0.6	-0.2	9	5
48	CC1(C)NC(=O)N(CCOCCOc2ccccc2)C1=O	1.0	0.2	-1	1
49	CCc1nnc(NC(=O)OCc2ccccc2)s1	-1.3	0.0	10	-35
50	Cc1noc(NS(=O)(=O)c2ccc(N/C=C\C(=O)c3cccnc3)cc2)c1C	-1.2	0.1	-11	-16
51	O=C(NCCN1CCOCC1)c1cccc(-c2cccs2)n1	0.0	0.2	29	-10
52	CCSc1nnc(NC(=O)C(=O)Nc2nnc(SCC)s2)s1	0.9	0.0	7	-13
53	COc1cc(NC(=O)c2nc3ncccn3n2)cc(OC)c1OC	-0.3	0.0	1	12
54	O=C(CNCc1cccnc1)N1c2ccccc2Sc2ccc(C(F)(F)F)cc21	0.4	0.0	16	-13
55	O=C(NC1CCCC1)C(c1cc2c(cc1[N+](=O)[O-])OCO2)N1CCCC1 (stereo not drawn)	-1.9	0.0	11	-22
56	COc1ccc(CCNC(=O)C(C)Oc2ccccc2)cc1OC (stereo not drawn)	-0.6	0.2	10	7
57	CCCc1nnc(SCC(=O)NC(C)C)n1CCOC	-0.1	0.2	7	1
58	COc1cc(C2NC(C(=O)O)CS2)cc([N+](=O)[O-])c1O (stereo not drawn)	-1.5	0.4	-13	-1
59	Cc1cc([N+](=O)[O-])ccc1-n1c(C)ccc1C	1.3	-0.2	5	-7
60	CC(C)C(C)(C#N)NC(=O)COc1cc(Cl)cc(Cl)c1 (stereo not drawn)	-0.8	0.0	-1	6
61	CC(C)=C1C2C=CC1C1C(=O)N(c3ccc(C)c(C)c3)C(=O)C21 (stereo not drawn)	-1.3	0.0	-6	-2
62	Cc1ccc(C)c(C2=CSC3=NCCN23)c1	-0.7	-0.1	-9	0
63	Cc1cc2cc(CNC(=O)c3ccccc3[N+](=O)[O-])ccc2n1C	-0.7	-0.3	-7	-13
64	CN=C(Nc1ccc(F)c(F)c1)c1ccccc1	-0.9	0.2	15	-10
65	Cc1cccc(C)c1NC(=O)CCS(=O)(=O)c1ccc2c(c1)SC(C)C(=O)N2 (stereo not drawn)	-0.8	-0.1	-4	0
66	CC(C)CC(=O)Nc1ccc(I)cc1C(=O)O	-0.9	0.7	13	6
67	CCOC(=O)c1c(-c2ccccc2)oc2ccc(NS(=O)(=O)c3c(C)cc(C)cc3C)cc12	-0.2	-0.1	-7	-1
68	O=C1NC(c2ccccc2)C(C(=O)c2ccccc2)=C1Nc1ccc(Br)cc1 (stereo not drawn)	0.0	-0.2	9	-7
69	CCOC(=O)C1NN=C(C(=O)c2ccccc2)C1c1ccc(OC)cc1 (stereo not drawn)	0.8	0.0	7	7
70	CCN(CC)C(=O)C1CCCN(c2cccc(C(=O)NCc3ccccc3)n2)C1 (stereo not drawn)	0.2	0.0	-7	-1
71	COc1ccccc1NS(=O)(=O)c1ccccc1S(=O)(=O)Nc1ccccc1OC	-1.6	0.4	15	0
72	Cc1oc(-c2ccccc2F)nc1CS(=O)CC(=O)NCc1cccnc1 (stereo not drawn)	0.1	0.1	-11	13
73	Cc1ccc(Cl)cc1NC(=O)C1CCCN1S(=O)(=O)c1cccc2cccnc12 (stereo not drawn)	-0.6	-0.1	0	-14
74	CCOc1ccc(-c2csc(/C(C#N)=C/c3ccc(Cl)cc3)n2)cc1	0.9	-0.1	0	-3
75	COC(=O)c1ccc(NC(=S)NC(=O)c2c(Cl)cnn2C)cc1	-0.2	-0.2	6	-6
76	O=C(NC1CCN(Cc2ccccc2)CC1)c1csc(-c2ccccc2)n1	-1.5	0.0	7	10
77	Cc1cccc(-c2noc(CNC(=O)c3cccs3)n2)c1	3.1	0.1	10	0
78	COC(=O)c1ccccc1NC(=O)NC(C)(C(F)(F)F)C(F)(F)F	1.9	0.0	11	3
79	Cc1ccc(S(=O)(=O)c2cc(NS(=O)(=O)c3ccc(Cl)cc3)c3ccccc3c2O)cc1	0.1	0.5	21	-4
80	Cc1cc(=O)[nH]c(Nc2ccc(Cl)c(Cl)c2)n1	-0.6	0.7	14	25

Part of the list above, showing only GPR151 activ, MITF primary and TEAD-YAP inh:
# | SMILES | GPR151 activ | MITF primary | TEAD-YAP inh
67 | CCOC(=O)c1c(-c2ccccc2)oc2ccc(NS(=O)(=O)c3c(C)cc(C)cc3C)cc12 | -0.2 | -7 | -1
77 | Cc1cccc(-c2noc(CNC(=O)c3cccs3)n2)c1 | 3.1 | 10 | 0
62 | Cc1ccc(C)c(C2=CSC3=NCCN23)c1 | -0.7 | -9 | 0
64 | CN=C(Nc1ccc(F)c(F)c1)c1ccccc1 | -0.9 | 15 | -10
68 | O=C1NC(c2ccccc2)C(C(=O)c2ccccc2)=C1Nc1ccc(Br)cc1 (stereo not drawn) | 0.0 | 9 | -7

Continued:
#	SMILES	GPR151 activ	FBW7 activator	MITF primary	TEAD-YAP inh
81	Cn1c(=O)c2c(nc3n(CCC45CC6CC(CC(C6)C4)C5)c(-c4ccccc4)cn23)n(C)c1=O	0.1	0.1	8	0
82	COc1cc2ccccc2cc1C(=O)Nc1ccc2oc(-c3cccc(F)c3)nc2c1	-0.1	0.1	14	5
83	COc1ccc(-c2ncc(CN3CCC(n4nccc4NC(=O)CC(C)C)CC3)cn2)cc1	1.0	0.1	10	-22
84	COc1ccc(C(=O)Nc2ccc(-c3nc4ccccc4s3)cc2)cc1OC	-0.8	0.2	-2	-17
85	CC(=O)N1CCC(Oc2cccc(-c3cccnc3)c2)CC1	-0.7	0.3	18	18
86	CCOc1cc(/C=N/N=C2/NC(=O)CS2)ccc1OC	1.3	-0.1	-23	-37
87	CC(C)CNC(=O)COC(=O)c1cnc(Cl)c(Cl)c1	-1.9	0.1	5	-3
88	COCCNC(=O)c1nc2c(nnn2Cc2ccc(C)cc2)c(=O)[nH]1	-1.1	0.9	13	-7
89	CCCCSc1nnc2c(n1)OC(c1sccc1C)Nc1ccc(Br)cc1-2 (stereo not drawn)	0.3	0.3	20	2
90	CCOC(=S)N/C(=N/S(C)(=O)=O)c1ccccc1	0.1	-0.1	-3	0
91	COc1ccc(C(=O)NCC(c2cccs2)S(=O)(=O)c2ccccc2)cc1 (stereo not drawn)	-1.8	-0.1	10	-1
92	CCCCc1ccc(-c2nc(C=Nc3ccc(C(C)=O)cc3)c(O)o2)cc1	-0.2	0.0	-16	-21
93	CCCn1c(-c2ccc3c(c2)NC(=O)CO3)csc1=Nc1cccnc1	-5.3	0.0	7	20
94	Cc1ccc(C)c(NC(=O)C(CC(=O)O)C(C)c2ccccc2)c1 (stereo not drawn)	0.4	-0.2	-1	-4
95	Cc1cc(-c2nnc(CCC(=O)N(C)C(C)c3ccc4c(c3)OCCO4)o2)no1 (stereo not drawn)	-0.7	-0.1	-9	-45
96	CCOc1ccc(S(=O)(=O)N/N=C/c2c(C)nn(-c3ccccc3)c2Cl)cc1	-0.5	0.8	20	-2
97	COC(=O)c1ccc(S(=O)(=O)N(C)C)o1	0.7	-0.1	-14	8
98	CS(=O)(=O)Nc1ccc(-c2cnc3cccc(N(C(=O)c4ccccn4)C(=O)c4ccccn4)c3c2)cc1	-0.2	-1.4	66*	-14
99	O=C(Cn1cc(SCC(=O)N2CCc3ccccc32)c2ccccc21)N1CCCCC1	0.1	0.0	2	2

Screens: PubChem BioAssay, The Scripps Research Institute Molecular Screening Center
